# Source: PubChem
# HEK293 tox: qHTS of GLP-1 Receptor Inverse Agonists: Cytotox Screen; actives 0.13% (n = 410,000); AID 624418, 2012; HEK293 cAMP-luciferase reporter cells, luminescence, 24 h; Potency, µM (series often up to 38.3 µM), for the others: top-dose activity change, negative = inhibition, hits mostly inhibitors;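 further: loss of luciferase light is scored as toxicity; potency means the concentration at half of the fitted maximal effect; on the % scale 0 is the no-effect control and ±100 the full control effect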
#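 Step one: seed cells (200 cells/uL, DMEM with 10% Nu serum, 1% pen-strep). Step two: 12-hour incubation at 37 deg C. Step three: pin 23 nL compound, incubate 24 hr. Step four: add luciferase reagent, read luminescence 12 min later.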
# PI5P4Ka inh: qHTS for Inhibitors of phosphatidylinositol 5-phosphate 4-kinase (PI5P4K); PI5P4Kalpha enzyme, ADP-Glo luminescence, 60 min; hits give low values; AID 652105, 2013; actives 1.2% (n = 330,000); max response, %; Phosphatidylinositol 5-phosphate 4-kinase type-2 alpha (Homo sapiens), P48426; active means max response of -50% or lower; inconclusive means between -30% and -50%; inactive means -30% or higher; further: value at the top dose of about 77 µM; on the % scale 0 is the no-effect control and ±100 the full control effect
#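 PI5P4Kalpha ADP-Glo assay; 5 microM ATP final; 60 min RT reaction; HEPES pH 7.4/EGTA/CHAPS, 5% DMSO; controls lacking substrate or enzyme; luminescent end-point.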
# GLP-1R agonist: qHTS of GLP-1 Receptor Agonists. Glucagon-like peptide 1 receptor (Homo sapiens), P43220. HEK293 GLP-1R CRE-luciferase, luminescence, 4-6 h; cells express a hypersensitive GLP-1R form. Potency, µM (titrated, usually from 45.6 µM), without a hit: at the top dose activation, hits mostly activators. actives 0.007% (n = 380,000); further: potency means the concentration at half of the fitted maximal effect; % of control where 0% means no effect
# Target sequence (P43220 whole entry, looked up): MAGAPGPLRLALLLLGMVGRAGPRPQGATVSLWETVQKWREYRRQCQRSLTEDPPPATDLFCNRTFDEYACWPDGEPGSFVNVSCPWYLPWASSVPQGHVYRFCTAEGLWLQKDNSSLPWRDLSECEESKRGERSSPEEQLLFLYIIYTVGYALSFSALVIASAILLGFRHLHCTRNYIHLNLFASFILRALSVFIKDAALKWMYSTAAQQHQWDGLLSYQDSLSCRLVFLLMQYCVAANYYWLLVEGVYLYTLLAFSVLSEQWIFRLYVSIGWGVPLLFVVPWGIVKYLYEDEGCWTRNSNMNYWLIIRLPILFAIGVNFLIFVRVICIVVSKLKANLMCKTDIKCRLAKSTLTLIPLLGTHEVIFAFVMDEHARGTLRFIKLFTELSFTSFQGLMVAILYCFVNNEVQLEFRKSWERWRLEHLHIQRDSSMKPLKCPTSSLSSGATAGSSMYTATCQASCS
# PTHR1 agonist: qHTS for PTHR1 Agonists: Primary Screen. Parathyroid hormone/parathyroid hormone-related peptide receptor (Homo sapiens), Q03431. HEK293 GP2 PTHR1 cells, GloSensor cAMP luminescence, 1 h. Potency, µM (titrated, usually from 115 µM), without a hit: at the top dose activation, actives largely listed as activators. actives 0.075% (n = 410,000). AID 743266, 2014; further: potency means the concentration at half of the fitted maximal effect; nearly all actives have a fitted effect of over 55% in size; some results filed as inactive show a strong effect at the top dose; inactives centre near -15; many of its hits are not listed in these tables
# Target sequence (Q03431 whole entry, looked up): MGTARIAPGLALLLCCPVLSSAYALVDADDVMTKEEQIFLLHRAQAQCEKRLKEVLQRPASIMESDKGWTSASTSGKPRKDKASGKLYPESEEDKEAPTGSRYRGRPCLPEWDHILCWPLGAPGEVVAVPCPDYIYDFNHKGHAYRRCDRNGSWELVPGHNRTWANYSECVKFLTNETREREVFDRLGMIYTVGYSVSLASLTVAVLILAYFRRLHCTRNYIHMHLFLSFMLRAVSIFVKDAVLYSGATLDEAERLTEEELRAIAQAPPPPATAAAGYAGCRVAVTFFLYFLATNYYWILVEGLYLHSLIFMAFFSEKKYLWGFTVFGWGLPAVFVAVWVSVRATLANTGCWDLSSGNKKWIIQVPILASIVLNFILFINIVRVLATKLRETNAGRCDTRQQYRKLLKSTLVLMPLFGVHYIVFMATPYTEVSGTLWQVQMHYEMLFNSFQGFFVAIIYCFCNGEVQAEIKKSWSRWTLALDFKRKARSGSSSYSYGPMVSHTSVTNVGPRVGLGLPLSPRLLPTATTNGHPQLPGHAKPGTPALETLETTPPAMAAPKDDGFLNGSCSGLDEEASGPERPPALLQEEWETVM
#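 HEK-293-derived GP2 cells expressing PTHR1 and a GloSensor cAMP reporter, 3,000/well, plated overnight, given luciferin plus IBMX (each 0.5 mM as added) for 1 h at 37 °C, then compound for 1 h at 37 °C. Luminescence was read after 15 min at room temperature.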
# GLP-1R inv ag: qHTS of GLP-1 Receptor Inverse Agonists (Inhibition Mode). HEK293 GLP-1R CRE-luciferase, luminescence, 24 h; GLP-1R form is constitutively active. AID 624417, 2012. actives 1.6% (n = 410,000). Potency, µM (titrated, usually from 38.3 µM), for the others: top-dose activity change, negative = inhibition, most hits filed as inhibitors. Glucagon-like peptide 1 receptor (Homo sapiens), P43220; further: potency means the concentration at half of the fitted maximal effect; on the % scale 0 is the no-effect control and ±100 the full control effect; nearly all actives have a fitted effect of over 55% in size
#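 Constitutively active GLP-1R drives a cAMP-responsive luciferase in stably transfected HEK293 cells; test compounds are added after overnight (12 h) attachment and left 24 hr, and signal loss in luminescence marks inhibition.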
# IL2 activator: qHTS of IL-2 Activators; IL-2 activation reporter assay, cell-based qHTS; stimulated with anti-CD3/CD4/CD28 beads; in transgenic mouse T cells; activation, % (series mostly up to about 46 µM); actives 0.065% (n = 360,000); in the data active means activation above about 50%; inconclusive means mostly about 30% to 49%; further: 0% is about no effect
#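 EGFP and DsRed fluorescence is measured by plate cytometry in unstimulated transgenic mouse T cells exposed to compound for 60 minutes, then stimulated 18 hours at 37 degrees C with anti-CD3/anti-CD4 beads plus anti-CD28.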
# EPAC1 agonist: qHTS for Agonist of cAMP-regulated guanine nucleotide exchange factor 3 (EPAC1): primary screen; Rap guanine nucleotide exchange factor 3 (Homo sapiens), O95398; EPAC1 agonist qHTS, biochemical assay; response scale: 100% = response to 6.5 mM cAMP; Potency, µM (series often up to 154 µM), for the others: top-dose activation, hits mostly activators; actives 0.073% (n = 360,000); AID 720707, 2013; further: potency means the concentration at half of the fitted maximal effect; nearly all actives have a fitted effect of over 60% in size
#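 Nucleotide exchange assay: 100 nM EPAC1 with 250 nM Rap1B loaded with BODIPY-GDP and 50 uM GDP, room temperature. Fluorescence (480/540 nm) read every 5 min for 30 min; signal change normalized to 6.5 mM cAMP as full agonist.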
# PLK1 PBD block: qHTS for Inhibitors of PLK1-PDB (polo-like kinase 1 - polo-box domain): Primary Screen; Serine/threonine-protein kinase PLK1 (Homo sapiens), P53350; Plk1 PBD binding of FITC phosphopeptide, fluorescence polarization; Potency, µM, for the others: max response, negative = inhibition, hits mostly inhibitors; actives 2.8% (n = 360,000); AID 720504, 2013; further: potency means the concentration at half of the fitted maximal effect; series mostly up to about 57 µM; on the % scale 0 is the no-effect control and ±100 the full control effect; nearly all actives have a fitted effect of over 65% in size
# EPAC1 antag: qHTS for Antagonist of cAMP-regulated guanine nucleotide exchange factor 3 (EPAC1): primary screen; Potency, µM (titrated, usually from 115 µM), for the others: at the top dose activity change, negative = inhibition, usual class: inhibitors; actives 0.14% (n = 360,000); EPAC1 GEF assay, Rap1b-BODIPY-GDP exchange fluorescence;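 further: potency means the concentration at half of the fitted maximal effect; plate controls were vehicle for no effect and positive control for full effect; nearly all actives have a fitted effect of over 50% in size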
# Numbers without * were called inactive; i = inactive; ? = inconclusive; · = not tested or not shown; & = joins results of further samples; [ ] = another dose, or the depositor's remark. Unless noted, the call rests on the fitted dose curve; in most records, active means well fitted curve in the direction sought with a large enough effect; inconclusive means small, poorly fitted or top-dose-only effect, or another doubt; inactive means no such curve, though single readings can be large; an effect the other way counts as inactive or inconclusive. This is a subset; the hit share may differ from the screen's.
SMILES,HEK293 tox,PI5P4Ka inh,GLP-1R agonist,PTHR1 agonist,GLP-1R inv ag,IL2 activator,EPAC1 agonist,PLK1 PBD block,EPAC1 antag
CC[n+]1c(C)sc2cc(C)ccc21,7%,-5,-6%,i,-13%,-0.8,5%,-17%,9%
Cc1[nH]c(=O)c(C(=O)/C=C/c2ccccc2)c2c1CCCC2,-13%,·,-18%,-33%[inhibitor],?,-3.4,-3%,-8%,-7%
COc1cc(/C=N/N2C(=O)C3C4c5ccccc5C(c5ccccc54)C3C2=O)ccc1O (configuration not stated),-2%,-1,-24%,-2%,-25%,-2.6,1%,-6%,13%
Cc1ccc(S(=O)(=O)N2CCOCC2)cc1NC(=O)COC(=O)c1ccc2c(c1)OCCO2,2%,-12,-4%,i,15%,-3.2,7%,4%,-15%
Cc1ccc(OCc2ccc(C(=O)NN)o2)c([N+](=O)[O-])c1,4%,-2,19%,-22%,14%,0.7,11%,-3%,?
O=C(CCNC(=O)c1ccc(Br)o1)NC1CCCC1,-4%,·,9%,-14%[57.5 µM],0%,0.5,-6%,-1%,10%
O=C(CN1C(=O)CSC1=O)NC1CCCCC1,4%,0,-10%,i,15%,-3.4,1%,-17%,-2%
N=c1c(C(=O)NC2CCCCC2)cc2c(=O)n3ccccc3nc2n1CC1CCCO1 (configuration not stated),96%[activator],-3,4%,i,30%,0.6,12%,-8%,10%
CCC1=Nc2cc(C(=O)NCc3ccco3)ccc2Sc2ccc(Cl)cc21,-35%,-26,0%,i,?,-1.4,28%,-4%,-19%
O=C(CNC(=O)c1cccc(Br)c1)N/N=C/c1ccc[nH]1,-9%,0,14%,i,-19%,-1.2,6%,-7%,6%
c1ccc2nc(N3CCCC3)c(N3CCCCC3)nc2c1,9%,9,13%,-30%,11µM*,0.7,13%,5%,-5%
CCCN(CCC)S(=O)(=O)c1ccc(C(=O)N2CCN(C)CC2)cc1,7%,8,1%,-23%,0%,-0.3,11%,-12%,6%
COc1ccccc1C(=O)CC(=O)c1ccccc1,6%,10,7%,-37%[inhibitor],?,-0.2,14%,-5%,-3%
O=S(=O)(c1ccc(OC(F)(F)F)cc1)N1CCCC(N2CCOCC2)C1 (configuration not stated),6%,6,-10%,-32%[inhibitor],-19%,0.5,0%,-8%,-16%
CC(C)=CCc1c(O)cc(O)c2c1OC(c1ccc(O)cc1)CC2=O (configuration not stated),-5%,-63*,16%,-26%,?,0.3,-1%,7%,-9%
Cc1nn(C(=O)CCC(=O)NCc2cccc(F)c2)c2ccccc12,2%,-3,-3%,i,4%,3.8,-12%,-22%,-12%
Cc1cc(NC(=O)c2cnn3c(C(F)(F)F)cc(-c4ccccc4)nc23)no1,-17%,·,1%,-10%[57.5 µM],4%,-0.1,6%,-14%,-8%
O=C(O)C1CC(c2ccccc2F)=NO1 (configuration not stated),16%,·,6%,22%[57.5 µM],0%,-3.4,-23%,1%,-9%
Cc1cccc(C)c1NC(=O)CN(C1CCCCC1)S(C)(=O)=O,13%,2,0%,i,-22%,1.0,1%,-10%,-29%
CC(C)(C)c1[nH]c2ccccc2c1/C=N/O,6%,-7,-1%,-19%[57.5 µM],-14%,2.3,-5%,-12%,1%
O=C(CNC(=O)c1ccco1)Nc1ccncc1,18%,-8,-11%,-4%,9%,1.0,-32%[inhibitor],-6%,-16%
COc1ccc(C(O)P(=O)(OC2CCCCC2)c2ccc(N(C)C)cc2)cc1OC (configuration not stated),-21%,·,0%,i,5%,-0.6,5%,-6%,-8%
Cc1ccc(C(C)C)cc1OCC(=O)NC1CCCCCCC1,29%,-8,2%,-38%[inhibitor],11µM*,-1.3,?,-6%,-22%
COc1ccc(-n2c(N)cc(=O)[nH]c2=O)cc1,15%,-3,6%,-3%,20%,-2.9,12%,-5%,-2%
Cc1cc2cc(CNC(=O)c3ccc(C)c([N+](=O)[O-])c3)ccc2[nH]1,-18%,1,9%,i,-6%,-0.1,-3%,-13%,-9%
Cc1cccc(C)c1OC(=O)C(c1ccccc1)c1ccccc1,3%,19,-4%,i,?,-4.0,-6%,-12%,-5%
C=CCN1C(=O)C(Cc2ccc(OC)cc2)S/C1=N\N=C\c1cccs1 (configuration not stated),-6%,-1,-3%,-2%[57.5 µM],-23%,0.1,-4%,-1%,-4%
COc1ccccc1CNC(=O)CN1C(=O)CSc2ccc(S(=O)(=O)N3CCCC3)cc21,-5%&-3%,-7,25%,i,-17%&-9%,0.9,14%,-9%,-20%
O=C(c1cc(=O)[nH]c2ccccc12)N1CCN(c2cccc(C(F)(F)F)c2)CC1,5%,-28,6%,-13%,13%,2.2,1%,19µM*,-14%
O=C(Cc1ccccc1)c1ccc(N2CCOCC2)cc1,-7%,3,1%,i,20%,-0.1,-3%,-7%,12%
COC(=O)c1sccc1NC(=O)C1CC1,3%,1,5%,i,18%,-0.4,-14%,-2%,4%
CCC(C)NC(=O)c1n[nH]c(=O)c2ccccc12 (configuration not stated),9%,-8,6%,i,7%,0.6,-2%,-3%,7%
Cc1ccc2nc(N3CCN(Cc4ccc(F)cc4)C3=O)c(C)cc2c1,-4%,6,-2%,-27%,?,3.5,22%,-3%,?
C1=C\CCC2(OCCO2)C2(CC/1)OCCO2,4%,1,0%,i,-7%,4.4,11%,-3%,0%
O=C(CSc1nnnn1C1CCCC1)Nc1ccc(F)cc1,-4%,·,17%,-56%[inhibitor],2%,-1.4,2%,-1%,0%
CC(C)(C)c1ccc(C(=O)CCCSC2=C(C#N)C(c3ccco3)C3=C(CCCC3=O)N2)cc1 (configuration not stated),-22%,·,-7%,-6%[57.5 µM],?,-4.3,17%,-18%,-9%
CC(C)NC(=O)N(C)C[C@H]1OCCCC[C@H](C)Oc2ccc(NC(=O)NC3CCCCC3)cc2C(=O)N([C@H](C)CO)C[C@@H]1C,-9%,-1,11%,-15%,5%,-2.9,11%,-24%,-23%
CC(C)(C)SCCNC(=O)CSCc1ccc([N+](=O)[O-])cc1,2%,-5,0%,-16%[57.5 µM],-2%,-1.9,-4%,-3%,1%
COc1ccc(CN2CCN(C(=O)C3CCN(C(=O)Nc4ccccc4)CC3)CC2)cc1OC,-10%,3,5%,-24%,-4%,-0.6,9%,-5%,-24%
CCOC(=O)C1=C(C)N(CCCC(=O)O)C(=O)NC1c1ccccc1 (configuration not stated),-11%,-57*,2%,20%,15%,0.8,7%,-8%,-11%
O=C(O)C1CCC(=O)N1Cc1ccccc1Cl (configuration not stated),-18%,-8,-19%,-25%[57.5 µM],-12%,-0.3,-4%,-2%,2%
CCOC(=O)c1cc2c(=O)n3ccccc3nc2n(Cc2ccccc2)c1=N,196%[activator],8,-1%,-17%[57.5 µM],14%,-0.1,4%,-26%,1%
O=C(Cc1ccccc1)N/N=C/c1ccc(-c2ccc([N+](=O)[O-])cc2)o1,41%[activator],-5,10%,i,9%,24,1%,?,-16%
COC(=O)c1ccc(Oc2nc(N3CCCCC3)nc(N3CCOCC3)n2)cc1,-16%,·,0%,1%[57.5 µM],?,-0.8,16%,-3%,1%
Cc1ccc(CC(=O)N2CCN(c3ccc([N+](=O)[O-])cc3)CC2)cc1,-27%,-1,-5%,-23%,?,-5.0,7%,-12%,-7%
N#CCSc1ccccc1NC(=O)CN1C(=O)NC(CCc2ccccc2)C1=O (configuration not stated),?,-13,-4%,-15%,5%,-3.5,1%,1%,12%
CCOCc1c(C(=O)NC2CCCCCC2)oc2ccccc12,10%,3,36%,-16%,?,-2.1,4%,-7%,-1%
CCOc1ccc(CNC(=O)c2ccc(Sc3ccc(C)cc3)c(NC(C)=O)c2)cc1OC,-8%,-1,15%,-35%[inhibitor],?,0.1,7%,1%,-14%
O=S(=O)(c1ccc(Br)cc1)N1CCN(Cc2ccco2)CC1,-4%,-3,4%,-14%,-26%,-2.1,7%,-9%,-25%
CCCC(=O)NC(c1ccc(N(C)C)cc1)c1c(O)ccc2ccccc12 (configuration not stated),12%,2,1%,-13%,?,-1.2,12%,-12%,-2%
O=C(/C=C/c1ccc2c(c1)OCO2)N1CCOCC1,-18%,-7,0%,i,0%,-2.6,-9%,2%,-1%
O=C(Cn1cnc([N+](=O)[O-])n1)c1ccccc1,-6%,-7,-3%,-13%,5%,-0.3,13%,-15%,-12%
COc1ccc(NC(=S)NC(NC(=O)c2ccccc2Cl)C(Cl)(Cl)Cl)c([N+](=O)[O-])c1 (configuration not stated),-29%,·,1%,i,?,1.0,16%,-8%,-15%

# Ordered by value in GLP-1R agonist (highest first): four from the list above.
Molecule	PI5P4Ka inh	GLP-1R agonist	PTHR1 agonist	GLP-1R inv ag	IL2 activator	PLK1 PBD block	EPAC1 antag
CC(C)=CCc1c(O)cc(O)c2c1OC(c1ccc(O)cc1)CC2=O (configuration not stated)	-63*	16%	-26%	?	0.3	7%	-9%
COc1ccc(-n2c(N)cc(=O)[nH]c2=O)cc1	-3	6%	-3%	20%	-2.9	-5%	-2%
COC(=O)c1ccc(Oc2nc(N3CCCCC3)nc(N3CCOCC3)n2)cc1	·	0%	1%[57.5 µM]	?	-0.8	-3%	1%
Cc1[nH]c(=O)c(C(=O)/C=C/c2ccccc2)c2c1CCCC2	·	-18%	-33%[inhibitor]	?	-3.4	-8%	-7%
